TDP2 absorb = TDP2 (human) inhibition, absorbance primary screen | inhibition, % at 12.8 µM | recombinant TDP2, T5PNP hydrolysis, p-nitrophenol absorbance 415 nm | 370,000 compounds, 0.34% hits;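 active = inhibition above the mean of all tested compounds plus 3 SD, set per campaign, cut at about 25% in these data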;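 note: 0% = DMSO with enzyme and 100% = buffer with substrate but no TDP2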
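Material: recombinant human TDP2; quantity: TDP2 enzyme at 120 nM final; medium: Tris-HCl pH 7.5 with MgCl2; compound: single concentration, 12.8 µM nominal, with 1% DMSO; incubation: 2 h enzyme incubation at 37 °C; signal: epi absorbance; measure: percent inhibition; benchmarks: high control without enzyme, low control DMSO plus TDP2; repeats: singlicate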
HTRA1 inh = blocks human HTRA1 serine peptidase | Q92743 | recombinant HTRA1, FP-rhodamine activity-based probe, fluorescence polarization | inhibition, % at 5.96 µM | 340,000 compounds, 0.5% hits | AID 504803; in the data active = inhibition above about 36%;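 note: 0% = enzyme with DMSO and 100% = wells lacking enzyme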
mABHD4 FP = ABHD4 (mouse) inhibition, primary FP screen; Q8VD66; purified mABHD4, FP-Rh probe fluorescence polarization; inhibition, % at 8.92 µM; 370,000 compounds, 0.54% hits;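 active = inhibition exceeding the mean over every tested compound plus 3 SD, cut at about 30% in these data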;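 note: 0% = plate median of compound wells and 100% = S159A mutant with DMSO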
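Doses – 8.92 µM, single dose · Material – wild-type mouse ABHD4 protein · Replication – single well per compound (singlicate) · Measure – percent inhibition of probe binding, normalized to plate controls · Schedule – 45 min compound pre-incubation plus 60 min probe step, 25 °C · Detection – fluorescence polarization with parallel and perpendicular emission, 525/598 nm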
TCR-CD3 inh = human TCR-CD3 binding inhibition. TAMRA-labeled TCR probe fluorescence, biochemical. inhibition, % at 9.4 µM. 360,000 compounds, 0.37% hits. AID 651800; in the data active = inhibition above about 19%;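 note: recombinant mutant TCR 2C K166C tagged with TAMRA read by polarization; 0% = receptor in buffer alone and 100% = receptor with positive control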
PRMT1 inh = PRMT1 (human) inhibition, primary screen; AID 652257; inhibition, % at 2.79 µM; 370,000 compounds, 1.3% hits; Q99873; recombinant PRMT1, activity-based probe fluorescence polarization;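 active = inhibition above about 21% made by adding two undisclosed values, limit read from the data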
Target sequence (Q99873 whole entry, looked up): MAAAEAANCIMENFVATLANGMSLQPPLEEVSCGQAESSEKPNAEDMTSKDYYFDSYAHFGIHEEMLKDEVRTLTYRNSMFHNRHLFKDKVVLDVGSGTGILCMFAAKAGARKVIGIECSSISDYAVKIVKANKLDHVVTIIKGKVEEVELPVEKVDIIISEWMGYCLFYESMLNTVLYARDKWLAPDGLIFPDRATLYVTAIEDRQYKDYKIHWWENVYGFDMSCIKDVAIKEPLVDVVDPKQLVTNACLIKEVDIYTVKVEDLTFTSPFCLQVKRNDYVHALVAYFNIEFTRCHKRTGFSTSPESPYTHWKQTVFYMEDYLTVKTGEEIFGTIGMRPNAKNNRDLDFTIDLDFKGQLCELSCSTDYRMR
LEDGF integ inh = blocks HIV-1 LEDGF/p75-dependent DNA integration; TR-FRET IN-LEDGF/p75 DNA integration, Eu/Cy5; inhibition, % at 3.7 µM; 370,000 compounds, 0.64% hits; AID 743269;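 active = inhibition above the screen-wide mean plus 3 SD, cut at about 13% in these data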;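 note: signal is the Cy5 over europium emission ratio at 671 and 618 nm; 0% = plate median of compound wells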
SIAE primary = blocks human sialic acid acetylesterase; inhibition, % at 9.66 µM; AID 1053197; 370,000 compounds, 0.69% hits; Q9HAT2; SIAE FP-Rh probe binding, fluorescence polarization;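 active = inhibition above a cutoff: mean of compounds within the control limits plus 3 SD of those, cut at about 17% in these data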;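 note: 0% = plate median of compound wells and 100% = probe without SIAE protein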
MBD2 inh = blocks human MBD2 binding to methylated DNA; Q9UBB5; TR-FRET, MBD2 binding to methylated oligonucleotide; inhibition, % at 4.4 µM; 370,000 compounds, 0.31% hits; in the data active = inhibition above about 13%
Target sequence (Q9UBB5 whole entry, looked up): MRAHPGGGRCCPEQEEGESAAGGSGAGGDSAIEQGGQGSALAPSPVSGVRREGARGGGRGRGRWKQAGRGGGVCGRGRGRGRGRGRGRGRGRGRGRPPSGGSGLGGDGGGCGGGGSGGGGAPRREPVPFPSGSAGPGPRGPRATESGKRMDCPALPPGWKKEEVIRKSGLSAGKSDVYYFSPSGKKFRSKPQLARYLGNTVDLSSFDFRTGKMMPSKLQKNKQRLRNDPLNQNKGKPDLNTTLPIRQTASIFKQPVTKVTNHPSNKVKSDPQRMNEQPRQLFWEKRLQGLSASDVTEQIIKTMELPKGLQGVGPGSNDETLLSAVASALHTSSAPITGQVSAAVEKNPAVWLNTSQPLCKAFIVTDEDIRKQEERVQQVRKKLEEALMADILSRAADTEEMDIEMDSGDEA
GC-B act = GC-B (human) receptor activation; P20594; HEK293-GC-B cells, CNP EC30, cGMP TR-FRET; 0% at EC30 CNP, 100% saturating CNP; activation, % at 10 µM; 370,000 compounds, 0.11% hits; AID 1920062;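 active = activation at 10 µM reaching about 35% in either raw or pattern-adjusted values, limit read from the data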
rCAG RNA binder = molecules binding r(CAG) RNA repeats; r(CAG) RNA repeat, TO-PRO-1 dye displacement fluorescence; AID 651821; inhibition, % at 3 µM; 370,000 compounds, 1.3% hits;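 active = inhibition above the plate cutoff, the mean of all test compounds on that plate plus 3 SD, cut at about 35% in these data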;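 note: 0% = DMSO alone and 100% = 100 µM mitoxantrone as full dye displacement; higher means more dye released from RNA so lower well fluorescence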
An asterisk follows results filed as active; nt = no result given. An excerpt; rates above refer to the full screens.

SMILES	TDP2 absorb	HTRA1 inh	mABHD4 FP	TCR-CD3 inh	PRMT1 inh	LEDGF integ inh	SIAE primary	MBD2 inh	GC-B act	rCAG RNA binder
COc1cccc2c(O)cc(=O)n(C)c12	7	0	5	-2	-2	-3	-1	4	4	-1
CC(C)CC(=O)N1CCN(C(=O)c2ccc(-c3ccccc3)cc2)CC1	5	3	2	0	0	-1	-3	2	-6	-7
O=C(COC(=O)c1ccccc1NCCO)Nc1ccc(S(=O)(=O)NC2=NCCCCC2)cc1	0	-2	-4	0	-2	7	4	1	-3	1
Cc1cc(C(F)(F)F)n2nc(-c3sccc3-n3cccc3)cc2n1	-4	-12	-2	5	-2	-4	-7	1	-5	1
Cn1cc(C(c2ccccn2)c2cn(C)c3ccccc23)c2ccccc21	-2	-3	21	0	-1	-4	0	-1	-13	-2
CCN(C(=O)CN1CCN(c2nc(-c3ccccc3)cs2)CC1)c1ccccc1C	-4	nt	7	nt	-4	-2	3	4	-4	5
Cc1cccc(-c2nc3c(c(SCC(=O)N(C)C)n2)CCCC3)c1	1	-1	6	-5	3	0	-1	3	0	-6
CC(=O)c1ccc(OCC(O)CN2CCN(c3ccccn3)CC2)cc1 (stereo not given)	6	nt	1	-4	2	-1	-2	4	4	-4
CCOC(=O)c1c(NC(=O)CSc2nnc(-c3c[nH]c4ccccc34)n2CCOC)sc2c1CCCCC2	-10	-83	-4	-12	4	-2	-10	5	0	15
O=C(Nc1nc2ccccc2s1)NC1CCCCC1	6	-6	-5	-5	-5	2	1	1	-2	3
O=C1C(NS(=O)(=O)c2cccs2)=C(N2CCN(c3cccc(Cl)c3)CC2)C(=O)c2ccccc21	4	58*	55*	-5	11	4	7	-4	-16	20
CCN(CC)CC(=O)N1c2ccccc2CCc2ccc(NC(=O)c3cc(OC)c(OC)c(OC)c3)cc21	2	-1	2	2	1	2	-3	1	0	0
S=c1[nH]nc(Nc2cccc(Cl)c2)s1	-12	-2	-1	-7	7	-6	0	2	-1	0
COc1cc(C(c2sc3nc(C)nn3c2O)N2CCN(c3ccccc3)CC2)cc(OC)c1OC (stereo not given)	-3	-4	2	-8	3	2	7	7	9	1
CCN(CC)S(=O)(=O)c1cccc(NC(=O)COc2ccc(C#N)cc2OC)c1	3	-14	-2	11	1	-1	-1	-7	5	4
CCn1cnc2sc(C(=O)N3CCN(Cc4ccc5c(c4)OCO5)CC3)c(C)c2c1=O	8	nt	-6	0	-1	2	2	-3	-6	-5
CS(=O)(=O)c1ncc(CO)n1Cc1ccccc1	2	4	3	3	-2	0	0	-2	0	2
COc1ccccc1NC(=O)Nc1nc(C(N)C2CCCCC2)cs1 (stereo not given)	5	nt	3	-11	0	1	-3	4	2	17
CCOc1ccc(-n2cc(C(=O)Nc3cccc(C)n3)c3cc(OC)c(OC)cc3c2=O)cc1	1	0	1	-4	-2	0	-10	1	36*	2
N#C/C(=C/c1ccc(-c2ccc(S(N)(=O)=O)cc2)o1)C(=O)Nc1ccccc1	0	-16	-23	1	3	0	-18	-3	-2	11
O=C(NCC1CCCO1)c1ccc(S(=O)(=O)Nc2ccc(F)cc2)cc1 (stereo not given)	-7	1	2	4	0	-5	-2	5	0	4
Cc1coc2c1c(C)cc1oc(=O)c(CC(=O)NCC(=O)NCC(=O)O)c(C)c12	1	1	0	7	0	0	4	-6	1	6
CCCNC(=O)Cc1c(C)n(C(=O)c2ccc(Cl)cc2)c2ccc(OC)cc12	4	-9	-15	-6	6	-2	3	1	5	-1
COc1ccc(S(=O)(=O)N2CCN(c3cc(-c4ccccc4)nc4ncnn34)CC2)cc1	4	3	8	0	-3	0	5	-3	-11	2
CCCc1nnc(NC(=O)c2c(O)c3c([nH]c2=O)CCCC3)s1	4	-4	-3	-6	-2	3	6	3	2	0
O=C(C1CC(c2ccccc2O)=NO1)N1CCCCC1 (stereo not given)	-5	3	3	4	3	0	-1	-2	-1	-1
CC(=O)c1ccc(NC(=O)COc2ccccc2C(=O)Nc2ccccc2)cc1	8	-81	-13	-7	6	-5	-80	3	-4	15
Cn1nc(C(F)(F)F)c(-c2ccc(Br)cc2)c1NC(=O)CSCC(=O)O	0	-1	2	0	-3	-3	10	-2	0	1
CSc1cccc(NC(=O)C2CCCN2S(=O)(=O)c2ccc(Br)s2)c1 (stereo not given)	-9	-20	2	0	5	-1	-8	4	-2	6
CCCCNC(=O)C(NC(=O)Cc1cc(C(F)(F)F)cc(C(F)(F)F)c1)C(=O)c1ccccc1 (stereo not given)	-3	nt	2	-6	7	-3	4	-1	7	6
Cc1ccccc1OCCn1ccnc1	1	-5	-1	6	-2	-6	0	0	4	3
C=CCc1cc(C(=O)N2CCCCC2)ccc1O	9	2	0	6	2	-3	-3	-4	5	3
Cc1ccc(C(=O)Cn2cccn2)cc1	-8	2	-5	-9	2	-1	-9	6	6	0
CNCC[C@H](Oc1cccc2ccccc12)c1cccs1	1	-5	-5	-10	4	0	6	5	-20	12
CCOc1ccc(N(CC(=O)NC2CCCCC2)S(=O)(=O)c2ccc(C)cc2)cc1	1	5	3	0	0	2	2	2	2	3
COc1cc(CN2CCN(c3cccc(C)c3C)CC2)cc(OC)c1O	3	1	11	-7	2	-1	4	5	-3	0
O=C(OCC(F)(F)C(F)F)c1ccccc1C(=O)Oc1ccc(F)cc1F	0	-11	-6	0	3	-3	-1	0	0	-5
O=C(CNC(=O)c1ccccc1F)OCn1nnc2ccccc2c1=O	6	4	5	-8	4	-6	-3	5	0	1
COc1ccc(-n2c(SCC(=O)Nc3ccccc3OC)nc(O)c(Cc3ccccc3)c2=O)cc1	-5	-9	0	-6	30*	-1	2	5	-12	31
CCCn1c(SCC(=O)NC(C)C23CC4CC(CC(C4)C2)C3)n[nH]c1=O (stereo not given)	-1	1	0	-3	-2	0	-1	3	-2	-9
c1ccc(-c2c[n+]3c(n2-c2ccccc2)CCC3)cc1	0	6	4	-12	-1	0	4	-3	3	-4
CC(Sc1nc2cc(Cl)ccc2s1)C(=O)Nc1ccc2c(c1)OCO2 (stereo not given)	-2	-15	-2	-9	-3	2	-3	2	5	13
CCNC(=O)C1CCCN(C(=O)c2ccc(OC)cc2OC)CC1 (stereo not given)	1	nt	4	-3	4	-1	0	-2	4	0
CCCc1nc2c3ccccc3ccn2c1Cc1cccc(Cl)c1	-2	nt	-9	1	3	-2	4	11	0	0
CN(C(=O)c1cccs1)c1ccccc1C(=O)O	42*	0	9	4	2	12	1	16*	3	2
CN(C(=O)c1ccc(NC(=O)Cc2ccc(NC(=O)C3CCN(C(=O)C4CCCCC4)CC3)cc2)cc1)C1CC1	-9	-1	-7	-4	-5	0	5	3	3	-5
COc1cc(OC)c(-c2sc(Nc3ccccc3)n[n+]2-c2ccc(F)cc2)cc1OC	-5	1	2	-1	2	0	-4	2	2	-2
C/C(=N\OC(=O)c1ccc(C)cc1)c1c(C)nc2cc(C)ccn12	-2	0	0	-5	2	3	0	2	-3	-1
Cc1ccccc1S(=O)(=O)N1[C@@H](c2ccc(Cl)cc2)C(C(=O)O)=CC[C@H]1c1ccc(Cl)cc1	3	-69	-1	5	-1	7	-13	-1	-2	80*
COc1ccc(CC(NC(C)=O)C(=O)NC2CCN(S(=O)(=O)c3ccccc3)CC2)cc1OC (stereo not given)	-3	-1	-11	-2	4	2	3	5	5	-4
Cc1cc(N2CCN(C3CCCC3)CC2)n2c(nc3ccccc32)c1C#N	9	0	7	-1	-2	-2	-2	-3	0	-8
Cc1c(NC(=O)OC(C)C)sc(=S)n1C	-2	-2	-1	-2	-4	-3	10	-5	2	0
CCOC(=O)C(C)Oc1ccc2c(CC)cc(=O)oc2c1C (stereo not given)	18	-7	8	3	1	2	5	3	9	-4
O=C(CSc1nc2c([nH]c3ccccc32)c(=O)n1-c1ccccc1F)NCC1CCCO1 (stereo not given)	2	-4	1	14	3	2	6	-1	-3	-5
Nn1c(SCC(=O)Nc2ccccc2-c2ccccc2)nnc1-c1n[nH]c2c1CCC2	1	nt	4	nt	-2	2	1	-1	-11	1
CCOc1ccc(NC(=O)CSc2nc(=O)n(Cc3cccnc3)c3c2CCC3)cc1	-1	-5	2	0	0	4	13	-6	-1	-2
O=C(CCC(=O)Nc1ccccc1Cl)NNS(=O)(=O)c1ccc(Cl)cc1	1	1	-2	11	-2	-1	-1	1	7	-1
Cc1nc2ccccc2n1CC(=O)OCC(=O)N1CCC(C)CC1	-9	4	5	2	-1	2	4	-2	-3	-1
COc1ccccc1NC(=O)CSc1nnc(CC(=O)Nc2ccccc2C)n1C	-7	-2	4	-6	4	-10	-6	-4	-1	-2
O=C(/C=C/c1cc([N+](=O)[O-])ccc1OC(F)F)NCc1ccc(F)cc1	1	-20	2	0	-1	-2	2	2	4	-3
(continued)
SMILES	TDP2 absorb	HTRA1 inh	mABHD4 FP	TCR-CD3 inh	PRMT1 inh	LEDGF integ inh	SIAE primary	MBD2 inh	GC-B act	rCAG RNA binder
Cc1ccc(C(=O)N2CCOCC2)cc1S(=O)(=O)N1CCCCC1	-4	6	-1	8	-1	5	-6	3	0	-1
CC1=C(C(=O)N2CCOCC2)CC(CC(=O)NCCCCc2ccccc2)C(=O)N1CCC1=CCCCC1 (stereo not given)	0	-4	0	2	4	-6	3	-4	-1	-1
O=C1NC(=NCc2ccccc2)NC1(c1ccccc1)c1ccccc1	4	-2	2	-3	4	0	1	3	2	2
CC(C)N(C(=O)Cn1c(-c2ccccc2Cl)nc2ccccc21)c1ccccc1	5	1	0	3	1	2	1	-8	0	-5
CC(C)=CC(=O)Nc1ccc(Cl)cc1	-10	-1	12	0	4	0	-1	-5	-1	-1
CCOc1ccc(C=NNC(=O)c2ccc(-n3cnnn3)cc2)cc1	-7	-6	2	3	-3	2	-6	-5	-6	4
Cc1cc(SCc2cccc(Cl)c2)nc(=O)[nH]1	-6	-7	0	-4	1	-2	4	6	-10	2
CS(=O)(=O)c1ccc(-c2cccc(NC(=O)COc3ccc(Cl)cc3)c2)nn1	-1	1	1	-3	-1	0	-8	3	-12	1
O=C(Nc1ccccc1F)c1ccn[nH]1	-4	13	3	-9	6	-2	-4	3	-2	0

Structures listed so far that bear a hit mark in GC-B act.
structure | TDP2 absorb | HTRA1 inh | TCR-CD3 inh | PRMT1 inh | LEDGF integ inh | SIAE primary | MBD2 inh | GC-B act
CCOc1ccc(-n2cc(C(=O)Nc3cccc(C)n3)c3cc(OC)c(OC)cc3c2=O)cc1 | 1 | 0 | -4 | -2 | 0 | -10 | 1 | 36*

Looked up by structure from the list above, three records:
SMILES	TDP2 absorb	HTRA1 inh	mABHD4 FP	TCR-CD3 inh	PRMT1 inh	LEDGF integ inh	SIAE primary	MBD2 inh	GC-B act	rCAG RNA binder
CCOc1ccc(C=NNC(=O)c2ccc(-n3cnnn3)cc2)cc1	-7	-6	2	3	-3	2	-6	-5	-6	4
Cc1cc(SCc2cccc(Cl)c2)nc(=O)[nH]1	-6	-7	0	-4	1	-2	4	6	-10	2
O=C1NC(=NCc2ccccc2)NC1(c1ccccc1)c1ccccc1	4	-2	2	-3	4	0	1	3	2	2

High-throughput results: PubChem, several laboratories
